Compound activity as filed in PubChem BioAssay.
Growth percent in the NCI-60 one-dose screen (48 h, 10 µM unless noted): 100 = growth as untreated, 0 = no growth, -100 = all killed.
SNB-19: SNB-19 CNS cancer cells | 81,000 compounds, 2.5% hits | AID 1794751
SF-268: SF-268 CNS cancer cells; AID 1794759; 82,000 compounds, 3.1% hits
U251: U251 CNS tumor cells; AID 1794753; 80,000 compounds, 5.4% hits
SNB-75: SNB-75 CNS cancer | 79,000 compounds, 5% hits | AID 1794750
SF-539: SF-539 CNS cancer. AID 1794752. 81,000 compounds, 6.8% hits
CAKI-1: CAKI-1 renal cancer; AID 1794772; 75,000 compounds, 4.7% hits
NCI-H23: NCI-H23 lung cancer; 80,000 compounds, 4% hits
A498: A498 renal cancer cells; 76,000 compounds, 5.4% hits; AID 1794774
SF-295: SF-295 CNS cancer cells; 79,000 compounds, 5.6% hits; AID 1794758
* marks the source's active call; other numbers are inactive results; . = not tested or not shown; & = joins results of further samples. The calls were made as follows: active = growth percent below 10; inactive = the rest.

item | SMILES | SF-268 | SF-539 | SF-295 | SNB-19 | NCI-H23
1 | NS(=O)(=O)c1ccc(NC(=O)Nc2cnn(-c3ccc(S(N)(=O)=O)cc3)c2-c2ccccc2)cc1 | 103 | 101 | 103 | 104 | 112
2 | COc1cc2c(c(OC)c1OC)C(=O)CC(c1cccc(NC(=O)c3cc(NC(=O)[C@H](C)NC(=O)OC(C)(C)C)ccc3Cl)c1)O2 (stereo not given in full) | 64 | 89 | 66 | 74 | 78
3 | CCC(=O)Oc1cc(Cl)c(Cl)cc1Cl | 98 | 97 | 96 | 113 | 102
4 | Cc1cc(Cl)ccc1OCC(=O)OCC(C)(C)[N+](=O)[O-] | 97 | 99 | 103 | 103 | 99
5 | COc1cc2ccn(CCC(=O)NCCC(C)C)c(=O)c2cc1OC | 108 | 97 | 107 | 100 | 98
6 | O=S(=O)(Nc1nc2ccc(C(F)(F)F)cc2s1)c1ccccc1 | 100 | 96 | 89 | 93 | 92
7 | CC/C=C\C[C@H]1C/C=C2/C(=O)C=C[C@H]2C/C=C\CCCC(=O)O1 | 40 | 15 | 23 | 40 | 39
8 | C=CCNC(=S)NNC(=O)CN1CCN(c2cc3c(cc2F)c(=O)c(C(=O)O)cn3C2CC2)CC1 | 100 | 98 | 102 | 106 | 106
9 | O=C1C(=O)N2C(c3ccccc3)[C@@]3(O)C=C[C@]24[C@@H](C3)[C@H](O)c2ccccc2N14 (stereo not given in full) | 98 | 97 | 102 | 98 | 101
10 | Cc1ccc(-c2cc(Cc3c(Cl)cccc3Cl)c(=O)n(Cn3ccc4ccccc43)n2)cc1C | 119 | 105 | 121 | 96 | 96
11 | CC(C)CCC(=O)[C@@H](C)[C@H]1[C@@H](OC2OCC(O)C(O)C2NS(C)(=O)=O)C[C@H]2[C@@H]3CC=C4C[C@@H](O)CC[C@]4(C)[C@H]3CC[C@]12C (stereo not given in full) | 9.2* | -41* | -61* | 32 | 57
12 | O=C(Cn1cc(CN2CCN(c3ccnc4cc(Cl)ccc34)CC2)nn1)Nc1ccc(F)cc1 | 90 | 94 | 100 | 81 | 87

item | U251 | A498 | CAKI-1 | SNB-75
1 | 115 | 113 | . | 84
2 | 77 | 88 | 48 | 73
3 | 98 | 83 | 99 | 90
4 | 97 | 96 | 92 | 89
5 | 91 | 61 | 98 | 84
6 | 94 | 95 | . | 81
7 | 10 | 80 | 25 | 39
8 | 111 | 93 | 92 | 98
9 | 98 | . | 94 | 101
10 | 97 | 130 | 95 | 73
11 | 5.3* | -58* | 24 | 22
12 | 94 | 90 | 82 | 92

(further entries)
item | SMILES | SF-268 | SF-539 | SF-295 | SNB-19 | NCI-H23
13 | Cn1cc(C2=C(c3cccc4ccccc34)C(=O)NC2=O)c2ccccc21 | 100 | 92 | 119 | 95 | .
14 | Cc1ccc(C)c(C(S)C(=O)O)c1 (stereo not given) | 101 | 113 | 137 | 109 | 107
15 | Brc1cccc(-c2cc(-c3ccc4c(c3)OC=CO4)[nH]n2)c1 | 65 | 49 | 38 | 49 | 58
16 | CCc1ccc(C2CC(c3cccc(Br)c3)=NN2c2ccc(S(N)(=O)=O)cc2)cc1 (stereo not given) | 112 | 98 | 106 | 97 | 101
17 | CCn1c2ccccc2c2cc(NC(=O)c3ccccc3-c3ccccc3C(=O)O)ccc21 | 116 | 104 | 110 | 108 | 103
18 | CN(C)c1oc(-c2nc(C#N)c(N(C)C)o2)nc1C#N | 104 | 108 | 106 | 97 | 105
19 | O=C1Nc2cc(Cl)ccc2/C1=C/c1ccc(N2CCOCC2)s1 | 114 | 92 | 87 | 87 | 109
20 | COCCOC(=O)C1=C(C)N(C)C(=O)NC1c1ccc2c(c1)OCO2 (stereo not given) | 108 | 105 | 104 | 96 | 102
21 | CC1(C)CC(=O)c2cc3c(N)c(C(=O)Nc4ccccc4Cl)sc3nc2C1 | 123 | 112 | 97 | 106 | 108
22 | Nc1ccc(/C=C\C(=O)c2ccccc2)cc1 | 103 | 119 | 107 | 108 | 119
23 | CCN(CC)Cc1ccc(Nc2ccnc3cc(Cl)ccc23)cc1O | 77 | 74 | 84 | 108 | 95
24 | COc1ccc2nc3cc(Cl)ccc3c(NCCCNC(C)=O)c2c1 | 43 | 20 | 46 | 43 | 37

item | U251 | A498 | CAKI-1 | SNB-75
13 | 96 | 116 | 92 | 119
14 | 102 | 102 | 113 | 85
15 | 29 | 43 | 30 | 27
16 | 100 | 106 | 97 | 103
17 | 122 | 103 | 101 | 80
18 | 103 | 102 | 94 | 92
19 | 97 | 87 | 100 | 101
20 | 103 | 97 | 101 | 108
21 | 102 | 71 | 132 | 118
22 | 100 | 90 | 101 | 93
23 | 68 | 109 | 96 | 71
24 | 32 | 23 | 41 | 69

(list continues)
item | SMILES | SF-268 | SF-539 | SF-295 | SNB-19 | NCI-H23
25 | CC1CCN(C(=S)SCc2ccc(-c3ccccc3-c3nn[nH]n3)cc2)CC1 | 97 | 97 | 107 | 105 | 97
26 | COc1ccc(-n2c(=O)n(O)c(=O)c3ccccc32)cc1 | 83 | 86 | 86 | 87 | 67
27 | Cc1cnc2[nH]cc(-c3csc(-c4c[nH]c5ncccc45)n3)c2c1 | 102 | 93 | 100 | 93 | 87
28 | O=C(NC1CCCCC1)C(c1ccc(O)c(O)c1O)N(C(=O)c1cc(O)c(O)c(O)c1)c1cccc(O)c1 (stereo not given) | 105 | 97 | 101 | 93 | 107
29 | CC1C(=O)N(c2ccccc2)C1c1ccccc1 (stereo not given) | 103 | 91 | 82 | 90 | 102
30 | OCCNc1nc(O)c(/C=c2\ccc3c(c2)N=CC=3)s1 | 101 | 88 | 98 | 96 | 103
31 | CC1=C/C(=C(\c2ccc(N(C)C)cc2)c2ccc([N+](C)(C)C)cc2)C=CC1=[N+](C)C | 92 | 79 | 48 | 77 | 80
32 | COc1cccc(/C=C2\CCc3ccccc3C2=O)c1 | 90 | 92 | 89 | 76 | 84
33 | Ic1ccc(OCCCCCn2ccnc2)cc1 | 84 | 84 | 65 | 86 | 45
34 | N#C/C(=C\N1C(=O)/C(=C/c2cccc([N+](=O)[O-])c2)SC1=S)c1nc2ccccc2s1 | 85 | 80 | 87 | 89 | 69
35 | COc1cc(-c2n[nH]nc2-c2ccccn2)cc(OC)c1OC | 114 | 104 | 115 | 95 | 98
36 | CC(C)C1CCC(C)C(C2(C#N)C(N)=NC(N)=C2C#N)C1=O (stereo not given) | 97 | 98 | 103 | 101 | 92

item | U251 | A498 | CAKI-1 | SNB-75
25 | 99 | 99 | 101 | 104
26 | 82 | 108 | 89 | 82
27 | 101 | 91 | 69 | 70
28 | 91 | 106 | 94 | 74
29 | 108 | 87 | 77 | 55
30 | 106 | 89 | 97 | 86
31 | 26 | 82 | 99 | 80
32 | 83 | 95 | 77 | 97
33 | 89 | 48 | 63 | 82
34 | 69 | 72 | 85 | 82
35 | 106 | 118 | 124 | 88
36 | 100 | 105 | . | 84

Reprinted from the part before: four compounds; new compounds follow.
item | SMILES | SF-268 | SF-539 | SF-295 | SNB-19 | NCI-H23
33 | Ic1ccc(OCCCCCn2ccnc2)cc1 | 84 | 84 | 65 | 86 | 45
34 | N#C/C(=C\N1C(=O)/C(=C/c2cccc([N+](=O)[O-])c2)SC1=S)c1nc2ccccc2s1 | 85 | 80 | 87 | 89 | 69
35 | COc1cc(-c2n[nH]nc2-c2ccccn2)cc(OC)c1OC | 114 | 104 | 115 | 95 | 98
36 | CC(C)C1CCC(C)C(C2(C#N)C(N)=NC(N)=C2C#N)C1=O (stereo not given) | 97 | 98 | 103 | 101 | 92
37 | Cc1ccc2c(n1)C(=O)C(Cl)=C(Nc1ccccc1C(=O)OC(C)(C)C)C2=O | 80 | 83 | 92 | 80 | 11
38 | O=C(O)CC1(C(=O)O)CCCC1 | 118 | 107 | 121 | 102 | 101
39 | CC#CC#Cc1cccc(=O)o1 | 50 | 76 | 96 | . | 40
40 | CC(C)(C)c1cc(/N=C/c2ccc(F)cc2)n(-c2ccccc2)n1 | 110 | 96 | 129 | 97 | 107
41 | OCCC1CCNCC1 | 100 | 98 | . | 107 | 105
42 | CN(C)c1ccc(/C=N\NC(=O)CCCCC(=O)N/N=C\c2ccc(N(C)C)cc2)cc1 | 97 | 102 | 101 | 99 | 101
43 | CC12O[C@H](C[C@@H](OC(=O)CCC(=O)O)[C@H]1O)n1c3ccccc3c3c4c(c5c6ccccc6n2c5c31)C(=O)NC4=O | 46 | -9.0* | 13 | 43 | 12
44 | CC(C)(CCc1ccccn1)C(=O)CCCc1ccccn1 | 105 | 114 | 120 | 94 | 106
45 | Cc1cc(=O)n(C(=O)Nc2ccccc2)c2cc(O)ccc12 | 96 | 95 | 103 | 103 | 95
46 | O=C1CC=Nc2ccc([N+](=O)[O-])cc21 | 98 | 91 | 98 | 93 | 97
47 | CCCCNC(=O)Oc1ccc(/C(=C(\C)c2ccc(Cl)cc2)c2ccc(OCCN(CC)CC)cc2)cc1 | 65 | 72 | 85 | 86 | 86
48 | O=C(CC1c2ccccc2NC(=O)N1Cc1ccccc1)c1ccccn1 (stereo not given) | 93 | 98 | 95 | 93 | 98

item | U251 | A498 | CAKI-1 | SNB-75
33 | 89 | 48 | 63 | 82
34 | 69 | 72 | 85 | 82
35 | 106 | 118 | 124 | 88
36 | 100 | 105 | . | 84
37 | 72 | 92 | -92* | 99
38 | 110 | 101 | 99 | 85
39 | 75 | 113 | 4.3* | 82
40 | 95 | 104 | . | 102
41 | 99 | 90 | 96 | 97
42 | 97 | 103 | 94 | 92
43 | 51 | -31* | . | -8.7*
44 | 100 | 96 | 98 | 102
45 | 94 | 102 | 88 | 91
46 | 96 | 89 | 111 | 91
47 | 51 | 71 | 81 | 65
48 | 97 | 101 | 92 | 74

(list continues)
item | SMILES | SF-268 | SF-539 | SF-295 | SNB-19 | NCI-H23
49 | COc1cc(C)cc(C(O)Cc2cccc(-c3ccc(N)nc3)n2)c1 (stereo not given) | 100 | 98 | 95 | . | 111
50 | c1cc2cccc3c4cccc5cccc(c(c1)c23)c54 | 101 | 99 | 118 | 100 | 101
51 | COc1ccc(C(=O)N2c3ccccc3Sc3ccccc32)c(OC)c1 | 37 | -19* | 12 | 32 | 38
52 | O=C1OC(=O)[C@H]2[C@@H]1[C@H]1C=C[C@@H]2OC1=O | 99 | . | 107 | 101 | 99
53 | O=C1/C(=C/c2ccccc2)SC(=S)N1CCc1ccc(O)cc1 | 85 | 90 | 97 | 90 | 98
54 | COc1ccc(Oc2nc(Nc3ccc(N4CCOCC4)nc3)ncc2NC(=O)c2cc(OC)cc(OC)c2)cc1 | 82 | 78 | 84 | 81 | 98
55 | Cc1cc2c(C(C)C)c(O)c(O)c(C=Nc3ccccc3[N+](=O)[O-])c2c(O)c1-c1c(C)cc2c(C(C)C)c(O)c(O)c(C=Nc3ccccc3[N+](=O)[O-])c2c1O | 74 | 97 | 82 | 44 | 71
56 | C=CCOc1ccc(/C=C/C(=O)c2c(O)c(OC)c(OC)c(OC)c2OC)cc1 | . | 95 | 102 | 100 | 97
57 | COc1ccc2nc(C)cc(S(=O)Cc3nccc(OCC(F)(F)F)c3C)c2c1 (stereo not given) | 98 | 92 | 103 | 98 | 103
58 | NC(=O)c1cc(Br)ccc1NC(=O)/C=C/c1ccccc1 | 43 | 9.8* | 51 | 47 | 62
59 | O=C(O)c1ccc(N2C(=O)c3ccccc3C2=O)cc1[N+](=O)[O-] | 100&117 | 100&115 | 124&94 | 100&108 | 96&98
60 | CC(Sc1nc2sc3c(c2c(=O)n1-c1ccc(Cl)cc1)CCCC3)C(=O)Nc1ccc([N+](=O)[O-])cc1Cl (stereo not given) | 102 | 103 | 92 | 88 | 92

item | U251 | A498 | CAKI-1 | SNB-75
49 | 99 | 113 | 90 | 72
50 | 120 | 116 | . | 89
51 | 25 | 5.2* | 37 | 18
52 | 111 | 94 | 113 | .
53 | 97 | 92 | 73 | 81
54 | 84 | 54 | 67 | 71
55 | 54 | 101 | 88 | 78
56 | 95 | . | . | 94
57 | 100 | 89 | 67 | 103
58 | 29 | 60 | 53 | -7.0*
59 | 101&110 | 98 | 93&93 | 97&85
60 | 93 | 117 | 76 | 85

Next part
item | SMILES | SF-268 | SF-539 | SF-295 | SNB-19 | NCI-H23
61 | CCCCCCCCCCCCn1c(C)nc2ccccc21 | 108 | 82 | 38 | 87 | 46
62 | NS(=O)(=O)c1ccc(Nc2nc(N/N=C/c3ccccn3)nc(Nc3ccccc3)n2)cc1 | -22* | -42* | 0.8* | 9.6* | -7.3*
63 | Cc1ccc(C(=O)Nc2ccc3c(c2)CN(C2CCC(=O)NC2=O)C3=O)cc1 (stereo not given) | 95 | 102 | 92 | 96 | 102
64 | c1cncc(CNc2ccccc2-c2nnc(Nc3ccc4c(c3)OCCO4)o2)c1 | 19 | 4.7* | 12 | 38 | 21
65 | CN(C)C(=N)OCc1ccccc1 | 109 | 100 | 115 | 108 | 98
66 | CCCCCC(=O)OCc1ccc(Cl)c(Cl)c1 | 99 | 105 | 108 | 105 | 96
67 | O=C(O)c1ccccc1Cl | 98&98 | 103&102 | 120&107 | 103&104 | 110&102
68 | CC(C)CC(NC(=O)C(Cc1ccccc1)NC(=O)C1CCCN1C(=O)OCc1ccccc1)C(=O)OC(C)(C)C (stereo not given) | 100 | 114 | 96 | 102 | 110
69 | O=C(O)c1cc(=O)[nH]c2ccc([N+](=O)[O-])cc12 | 109 | 100 | 101 | 93 | 98

item | U251 | A498 | CAKI-1 | SNB-75
61 | 78 | 65 | 66 | 87
62 | -55* | -68* | -25* | -25*
63 | 93 | 95 | 92 | 78
64 | 31 | 11 | 34 | 33
65 | 110 | 100 | 108 | 97
66 | 98 | 93 | 103 | 96
67 | 97&101 | 95&87 | 90&104 | 100
68 | 96 | 95 | 91 | 96
69 | 101 | 79 | 86 | 60

Not a hit list; about 10% have a hit in one of these screens.
